# Compound activity from PubChem.
# FUS yeast rescue = qHTS for Suppressors of FUS Proteinopathy: Primary screen using FUS-linked yeast assay; S. cerevisiae FUS-expressing, growth rescue, OD600, 24 h; Potency, µM (top dose mostly 76.6 µM), for inactives: at the highest dose growth rescue (activation), usual class: activators; 0.24% of 390,000 active;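 further: potency means the concentration at half of the fitted maximal effect; plate controls were DMSO vehicle for no effect and reference control for full effect; nearly all actives have a fitted effect of over 55% in size; some results filed as inactive show a strong effect at the top dose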
#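 Absorbance at 600 nm, taken 24hr after compound addition, measured rescue of FUS-yeast growth at 30C. Induction used 2% galactose with seeding at OD 0.005. Controls: CP55940 from 92uM final, DMSO only.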
# GLP1R inv ag = qHTS of GLP-1 Receptor Inverse Agonists (Inhibition Mode); Potency, µM (highest dose often 38.3 µM), for the others: top-dose activity change, negative = inhibition, usual class: inhibitors; 1.6% of 410,000 active; Glucagon-like peptide 1 receptor (Homo sapiens), P43220; HEK293 GLP-1R CRE-luciferase, luminescence, 24 h; GLP-1R form is constitutively active; AID 624417, 2012; further: potency means the concentration at half of the fitted maximal effect; on the % scale 0 is the no-effect control and ±100 the full control effect; nearly all actives have a fitted effect of over 55% in size
# Target sequence (P43220 whole entry, looked up): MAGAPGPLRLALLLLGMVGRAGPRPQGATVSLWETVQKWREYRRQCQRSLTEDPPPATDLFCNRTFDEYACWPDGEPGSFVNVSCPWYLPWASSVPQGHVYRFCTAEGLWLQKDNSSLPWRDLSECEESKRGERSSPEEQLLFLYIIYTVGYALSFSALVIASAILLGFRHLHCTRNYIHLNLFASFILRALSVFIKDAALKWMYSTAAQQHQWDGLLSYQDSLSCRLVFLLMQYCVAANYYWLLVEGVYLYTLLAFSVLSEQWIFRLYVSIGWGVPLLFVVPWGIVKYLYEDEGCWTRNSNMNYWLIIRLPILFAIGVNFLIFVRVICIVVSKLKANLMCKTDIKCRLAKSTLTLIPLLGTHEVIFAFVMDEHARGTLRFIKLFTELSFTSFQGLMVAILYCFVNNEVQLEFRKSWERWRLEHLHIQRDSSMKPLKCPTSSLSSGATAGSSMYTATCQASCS
#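 HEK293 cells stably co-expressing constitutively active GLP-1R and a cAMP-responsive luciferase reporter were seeded in DMEM with 10% Nu serum, given compounds after 12 h, and incubated 24 h at 37 deg C. Luminescence was then read.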
# GLP1R ag = qHTS of GLP-1 Receptor Agonists | Glucagon-like peptide 1 receptor (Homo sapiens), P43220 | HEK293 GLP-1R CRE-luciferase, luminescence, 4-6 h; cells express a hypersensitive GLP-1R form | Potency, µM (titrated, usually from 45.6 µM), for inactives: at the highest dose activation, actives largely listed as activators | 0.007% of 380,000 active | AID 624172, 2012; further: potency means the concentration at half of the fitted maximal effect; % of control where 0% means no effect
# aSyn yeast inh = qHTS of alpha-syn Inhibitors | 0.14% of 370,000 active | Yeast expressing alpha-synuclein, growth rescue, BacTiter-Glo, 24 h | Potency, µM (top dose mostly 46.1 µM), for the others: at the top dose growth rescue (activation), usual class: activators; further: potency means the concentration at half of the fitted maximal effect; % of control where 0% means no effect; nearly all actives have a fitted effect of over 65% in size
#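 Screening used galactose-induced yeast with toxic alpha-synuclein levels, exposed to compound for 24 hr at 30 deg C. Cell growth, read with BacTiter-Glo luminescence, gave the measured signal.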
# Abeta rescue = qHTS for compounds that reverse cellular toxicity of Amyloid beta (A-beta) peptide in yeast: Primary Screen. Potency, µM (titrated, usually from 46.1 µM), for inactives: top-dose growth rescue, hits mostly activators. 0.063% of 410,000 active. AID 1347071, 2019. yeast expressing A-beta42, growth rescue, OD600, 48 h; response scale: 0% DMSO, 100% iron-clioquinol control; further: potency means the concentration at half of the fitted maximal effect; nearly all actives have a fitted effect of over 55% in size
#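 Growth rescue measured by 600 nm absorbance after 48 h yeast culture at 30 C with compound. Values normalized between DMSO and an equimolar ferric chloride plus clioquinol control.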
# Akt phos inh = HTS Assay for Inhibitors of Akt Phophorylation: Primary Screen; Neuro2A IGF-stimulated pAkt S473 HTRF, 20 min; stronger effect = lower value; AID 651550, 2012; activity change, % for hits at 50 µM; 0.32% of 360,000 active; in the data active means activity change below about -80%; inconclusive means mostly about -51% to -80%; further: on the % scale 0 is the no-effect control and ±100 the full control effect
#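 Neuro2A cells (4,500/well, DMEM with 0.5% FBS) were treated with compound at a single 50 µM final concentration, stimulated with 6 nM IGF for 20 min at 37 °C, and lysed. Phospho-Akt Ser473 was read by HTRF as 665/615 ratio ×10^4.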
# PTHR1 ag = qHTS for PTHR1 Agonists: Primary Screen; HEK293 GP2 PTHR1 cells, GloSensor cAMP luminescence, 1 h; Potency, µM (highest dose often 115 µM), without a hit: at the top dose activation, hits mostly activators; 0.075% of 410,000 active; AID 743266, 2014; further: potency means the concentration at half of the fitted maximal effect; nearly all actives have a fitted effect of over 55% in size; some results filed as inactive show a strong effect at the top dose; inactives centre near -15; many of its hits are not listed in these tables
# Target sequence (Q03431 whole entry, looked up): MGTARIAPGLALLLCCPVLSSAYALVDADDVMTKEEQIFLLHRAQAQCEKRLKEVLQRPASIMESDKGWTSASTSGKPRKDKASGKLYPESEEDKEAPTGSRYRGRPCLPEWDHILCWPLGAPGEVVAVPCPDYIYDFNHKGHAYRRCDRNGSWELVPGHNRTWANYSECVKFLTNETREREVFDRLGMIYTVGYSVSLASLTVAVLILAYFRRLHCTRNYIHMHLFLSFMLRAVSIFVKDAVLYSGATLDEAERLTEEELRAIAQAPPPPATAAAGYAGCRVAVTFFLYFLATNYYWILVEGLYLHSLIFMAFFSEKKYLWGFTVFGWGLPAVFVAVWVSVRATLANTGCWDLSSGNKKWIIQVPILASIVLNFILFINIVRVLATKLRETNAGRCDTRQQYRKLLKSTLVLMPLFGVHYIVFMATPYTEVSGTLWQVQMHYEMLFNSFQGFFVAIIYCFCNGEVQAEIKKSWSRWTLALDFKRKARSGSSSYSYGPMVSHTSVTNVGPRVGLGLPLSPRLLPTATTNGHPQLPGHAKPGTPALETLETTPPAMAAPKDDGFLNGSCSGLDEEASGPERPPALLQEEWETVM
#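 HEK-293-derived GP2 cells expressing PTHR1 and a GloSensor cAMP reporter, 3,000/well, plated overnight, given luciferin plus IBMX (each 0.5 mM as added) for 1 h at 37 °C, then compound for 1 h at 37 °C. Luminescence was read after 15 min at room temperature.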
# DRD3 antagonist = qHTS of D3 Dopamine Receptor Antagonist: qHTS; D(3) dopamine receptor (Homo sapiens), P35462; D3R cells, DiscoveRx beta-arrestin luminescence, antagonist mode; stronger effect = lower value; max response, negative = inhibition, %; 2.5% of 360,000 active; AID 652054, 2013; in the data active means max response below about -50%; inconclusive means no clear call, values can overlap the other calls; further: on the % scale 0 is the no-effect control and ±100 the full control effect; mostly tested at two doses, the higher about 12 µM
#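 Cells plated overnight at 1500 cells/well, then exposed to library compounds with dopamine controls for 90 minutes at 37 degrees C. DiscoveRx reagent added for 30–60 minutes at room temperature; luminescence read, quantitative HTS format.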
# TDP-43 yeast inh = qHTS of TDP-43 Inhibitors | AID 652104, 2013 | TDP-43 expressing yeast growth rescue, BacTiter-Glo, 24 h | Potency, µM (highest dose often 46.1 µM), for inactives: top-dose growth rescue (activation), hits mostly activators | 1.8% of 410,000 active; further: potency means the concentration at half of the fitted maximal effect; % of control where 0% means no effect; nearly all actives have a fitted effect of over 50% in size
#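 Luminescence from BacTiter-Glo reports growth of TDP-43-expressing yeast after 24 hr at 30 deg C with compound. Cells were raffinose-pregrown to mid-log, then seeded in galactose medium at OD600=0.02.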
# An asterisk follows results filed as active; i = inactive; ? = inconclusive; · = not tested or not shown; & = joins results of further samples; ! = repeats disagree; [ ] = dose if it differs, or a comment. Unless noted, the call rests on the fitted dose curve; in most records, active means well fitted curve in the direction sought with a large enough effect; inconclusive means small, poorly fitted or top-dose-only effect, or another doubt; inactive means no such curve, though single readings can be large; an effect the other way counts as inactive or inconclusive. Only part of the results is shown. The share of hits here may be higher or lower than overall.
SMILES,FUS yeast rescue,GLP1R inv ag,GLP1R ag,aSyn yeast inh,Abeta rescue,Akt phos inh,PTHR1 ag,DRD3 antagonist,TDP-43 yeast inh
Cc1cc(Cl)ccc1NC(=O)Nc1c(C)n(-c2ccccc2)c(=O)n1C,25%,7%,1%,3%,-2%,i,?,15,-15%
Cc1cnc(NC(=O)COc2ccccc2)s1,?,-14%,-2%,1%,12%,i,-62%[inhibitor],-18,13%
COc1cc(NC(=O)C(=O)N2CCN(C)CC2)c(OC)cc1Cl,-15%,19%,-2%,-5%,-9%,i,-14%,-10,-18%
C=C[C@]1(C)C[C@@H](OC(=O)CSCCN(CC)CC)[C@]2(C)C(C)CC[C@]3(CCC(=O)[C@H]32)[C@@H](C)[C@@H]1O (stereo not given in full),-19%&-20%,?,1%&6%&14%,-4%&-6%,0%&-6%,i,-15%,-89*!,21%&-1%
C#Cc1ccc(NC(=O)C2(C)CCN2C(=O)c2cc(C)n(C)n2)cc1 (stereo not given),3%,20%,0%,?,-7%,i,-33%[inhibitor],19,12%
CC1=NN(C(=O)c2csc(C(C)C)c2)C(O)(C(F)(F)F)C1 (stereo not given),·,1.3µM*,2%,3%,-2%,i,-13%,1,0%
CC(=O)c1cnc(SCC(=O)O)nc1C,19%,10%,-1%,-5%,-20%,i,-23%,2,-21%
CCC/C=C/c1ccc(CN2C(C(C)C)C(=O)N(Cc3cn(CCC4OCCO4)nn3)CCS2(=O)=O)cc1 (stereo not given),?,10µM*,3%,10%,5%,i,-58%[inhibitor],-6,6%
COC(=O)c1ccc(COC(=O)C(CCS(C)(=O)=O)N2C(=O)c3ccccc3C2=O)cc1 (stereo not given),·,10%,0%,-2%,18%,i,-26%,-6,2%
O=C(N/C(=C\c1ccco1)C(=O)N1CCOCC1)c1ccc([N+](=O)[O-])cc1,-15%,12%,10%,5%,9%,i,i,-10,3%
COc1ccc(N2CC(C(=O)N(CC(C)C)c3c(N)n(Cc4ccccc4)c(=O)[nH]c3=O)CC2=O)c(OC)c1 (stereo not given),16%,20%,10%,-5%,2%,i,-6%,-3,-14%
CC(C)(C)OC(=O)CN1C(=O)NC2(CCCc3ccccc32)C1=O (stereo not given),15%,?,2%,14%,-2%,i,24%,-21,-16%
COc1ccc2cc(C(=O)NCCCN3CCCC3=O)[nH]c2c1,-18%,10%,0%,-9%,-12%,·,-22%,-14,14%
O=C(c1cccs1)N1CCC(c2nc3c(nnn3Cc3ccccc3)c(=O)[nH]2)CC1,10%,6%,18%,1%,14%,i,-28%,7,-7%
COc1ccc2nc3oc(C(=O)Nc4cccc(C(F)(F)F)c4)cc3cc2c1,-17%,10%,·,·,-4%,·,i,·,20%
CCCn1c(CCc2ccccc2)nnc1SCC(=O)N1CCOCC1,-6%,2%,-7%,1%,2%,i,-6%,-14,9%
O=C(Cc1ccccc1)N/N=C/c1ccc(OCC(=O)Nc2ccccc2)cc1,12%,-26%,-2%,-4%,6%,i,i,8,-6%
CCOC(=O)c1[nH]c(C)c(C(=O)NCc2ccc(C)cc2)c1C,-15%,-4%,-3%,-6%,-4%,i,-10%,0,-2%
O=C(Nc1cccc(C(=O)O)c1)/C(=C\C=C\c1ccccc1)NC(=O)c1ccccc1,?,9%,5%,-1%,2%,i,-19%,-9,-15%[9.22 µM]
COc1ccc(S(=O)(=O)N2CCCCC2)cc1NC(=O)CSc1nccn1C,15%,6%,6%,-8%,-8%,i,i,10,-20%
COc1ccccc1C(CNC(=O)CNC(=O)c1ccc(Cl)c(Cl)c1)N1CCCC1 (stereo not given),·,?,-1%,-1%,-4%,i,-8%,?,-6%
CCCCCC(=O)N1C[C@H](n2cc(COC(=O)c3ccccc3)nn2)[C@@H](O)C[C@@H]1c1ccc(C)cc1,?,10µM*,-4%,3%,7%,i,-52%[inhibitor],-8,7%
Cn1c(NCCCO)nc2c(c1=O)C1(CCCCC1)Cc1ccccc1-2,?,?,17%,?,8%[9.22 µM],i,-10%,-5,16%
CC(C)(C)c1cc(NC(=O)Nc2ccc(Br)cc2Cl)no1,4%,?,21%,2%,11%,i,-24%,30,-13%[0.397 µM]
CC[C@H](C)/C=C(C)/C=C/C(=O)Cc1cc(O)c(C)c(O)c1C=O,42%,?,0%,3%,-12%,i,i,0,10%
CCOc1ccccc1NC(=O)CCCN1C(=S)NC(C)(C)CC1C (stereo not given),8%,-8%,6%,2%,3%,i,i,0,-2%
O=C1CCC(=O)N1Cc1c(Cl)cccc1Cl,-31%,1%,9%,-1%,-5%,i,-6%,10,5%
O=C(COc1coc(CN2CCN(c3ccccc3F)CC2)cc1=O)Nc1ccccc1,20%,9%,11%,-2%,-8%,i,i,-8,-15%
Cc1ccc(N2C(=O)C(NC(=O)c3ccccc3)(C(F)(F)F)C3=C2CC(C)(C)CC3=O)cc1 (stereo not given),14%,20%,0%,3%,-39%[inhibitor],i,i,4,-1%
Cc1ccc(Nc2cc(C)nc3c(C)cccc23)cc1,1%,?,11%,1%,-4%,i,-29%,10,16%
Cc1ccc(N=Nc2c(O)[nH]c(=O)[nH]c2=O)cc1S(=O)(=O)Nc1ccc(Br)cc1,14%,16%,8%,-4%,0%,i,-15%,-11,-19%
O=C(c1ccco1)N1CCN(S(=O)(=O)c2ccc(C3CCCCC3)cc2)CC1,7%,19%,-1%,0%,19%,i,-21%,7,-7%
CC(C)n1c(=O)c2ccccc2n1Cc1cn(Cc2cccnc2)nn1,-27%,19%,-4%,-2%,-13%,i,0%,11,?
COc1ccc(NC(=O)N2C[C@H]3CON(C)[C@H]3C[C@H]2c2ccc(N3CCCCC3)cc2)cc1,12%,26%,-2%,0%,7%,i,i,28,22%
COc1ccc(OC)c(NC(=O)CC2SC(=Nc3ccccc3)N(CCc3ccccn3)C2=O)c1 (stereo not given),35µM*,?,4%,8%,1%,i,-26%,-12,2%
CSCCC(=O)N1CCCC(CNC(=O)c2ccccc2Cl)C1 (stereo not given),4%,6%,6%,1%,6%,i,20%,9,-13%
O=C(NCC1CCCO1)c1ccc[nH]1 (stereo not given),8%,4%,-1%,-5%,-6%,i,i,-14,15%
CSc1ccc(/C=C/C(=O)OCC(=O)N2CCCCCC2)cc1,6%,?,-1%,14%,-13%,i,-35%[inhibitor],3,?
S=C(NC1CCCCC1)N1CCN(c2ncccn2)CC1,-38%,-7%,-3%,1%,22%,i,-14%,-4,0%
CCOC(=O)c1c(C)[nH]c(N=Nc2ccccc2C)c1C,26%,?,0%,-37%[inhibitor],-56%[inhibitor],i,-7%[57.5 µM],30,0%
Cc1ccccc1C(=O)N1CCC(c2nc(-c3ccc(S(=O)(=O)N4CCCC4)cc3)no2)CC1,9%,9%,·,·,-7%,·,?,·,11%
CC(C)Oc1ccc(CNC(=O)c2ccc3c(c2)N(C)CCS3)cc1,40%,?,12%,11%,-7%,i,-24%,-74*,?
COc1ccc(/C=C(/NC(=O)c2ccc(Br)o2)C(=O)Nc2cccc(C(=O)O)c2)cc1,-3%,6%,-4%,0%,4%,i,-22%,-11,0%
CN(C)CCNc1cnn(-c2ccccc2)c(=O)c1Cl,-17%,7%,2%,1%,-7%,i,i,-6,-5%
Cc1ccc(NC(=S)N/N=C2/CCCc3c(C)cc(C)cc32)cc1,10%,6%,-7%,2%,-10%,i,i,-11,0%
CCN(CC)S(=O)(=O)c1ccc2c(c1)N(CC(=O)N1CCCC1)C(=O)CO2,10%,1%,4%,-9%,-21%,i,8%,0,-8%
CCCN(CCC)CCNC(=O)C1c2ccccc2C(=O)N2CCc3ccccc3C12 (stereo not given),-9%,8%,4%,-7%,-28%,i,?,0,3%
C[C@H]1CN([C@@H](C)CO)S(=O)(=O)c2ccc(Br)cc2O[C@H]1CN(C)C(=O)NC1CCCCC1,24%,?,-4%,-1%,3%,i,-17%,25,0%
O=C(NC1CCCCC1)C(=O)c1c(-c2ccccc2)[nH]c2ccccc12,3%,?,1%,-10%,-7%,i,i,-10,2%
CC(=O)Cc1nsc(NC(=O)c2ccc(-c3ccc(Cl)c(Cl)c3)o2)n1,8%,6%,-4%,-3%,0%,i,-16%,-16,-21%
Cc1cccc(C2NC(=O)c3c(sc(C)c3C)N2)c1O (stereo not given),15%,14%,0%,-12%,8%,i,-11%,10,0%
CCc1ccc(N2C(=O)C3C4CCC(C4=C(C)C)C3C2=O)cc1 (stereo not given),·,?,0%,3%,14%,i,-31%,-7,?

# 3 compounds drawn at random from the list so far, as already listed:
SMILES,FUS yeast rescue,GLP1R inv ag,GLP1R ag,aSyn yeast inh,Abeta rescue,Akt phos inh,PTHR1 ag,DRD3 antagonist,TDP-43 yeast inh
CCc1ccc(N2C(=O)C3C4CCC(C4=C(C)C)C3C2=O)cc1 (stereo not given),·,?,0%,3%,14%,i,-31%,-7,?
Cc1cccc(C2NC(=O)c3c(sc(C)c3C)N2)c1O (stereo not given),15%,14%,0%,-12%,8%,i,-11%,10,0%
CC(=O)Cc1nsc(NC(=O)c2ccc(-c3ccc(Cl)c(Cl)c3)o2)n1,8%,6%,-4%,-3%,0%,i,-16%,-16,-21%
